D1 potentiator: human D1 dopamine receptor positive modulation; AID 504651; HEK293 TREx D1 cells, calcium flux, dopamine EC20 potentiation; 360,000 compounds, 0.036% hits; potentiation, % at 10 µM; in the data active = potentiation above about 30%; also: 0% is about no effect
Target sequence (P21728 whole entry, looked up): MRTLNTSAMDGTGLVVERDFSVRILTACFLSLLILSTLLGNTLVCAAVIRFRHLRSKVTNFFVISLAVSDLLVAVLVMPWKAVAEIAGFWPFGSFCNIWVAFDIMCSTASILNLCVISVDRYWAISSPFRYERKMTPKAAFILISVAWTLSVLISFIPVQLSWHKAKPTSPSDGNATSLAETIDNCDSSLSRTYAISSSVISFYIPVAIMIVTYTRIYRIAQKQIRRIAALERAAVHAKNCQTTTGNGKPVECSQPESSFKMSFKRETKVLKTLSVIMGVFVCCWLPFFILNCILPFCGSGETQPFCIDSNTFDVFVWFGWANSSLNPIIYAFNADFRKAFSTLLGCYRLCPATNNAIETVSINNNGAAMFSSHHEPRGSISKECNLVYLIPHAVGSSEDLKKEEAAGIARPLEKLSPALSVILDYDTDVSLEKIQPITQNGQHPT
D2 antag: D2 dopamine receptor (human) antagonism. P14416. HEK293 TREx D2 cells, calcium flux, dopamine EC80. inhibition, % at 10 µM. 340,000 compounds, 2% hits. AID 485344; in the data active = inhibition above about 30%; also: 0% is about no effect
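In this primary screen, negative modulation is detected by tracking calcium flux after an EC80 dopamine challenge in inducible HEK293 T-REx D2 cells preexposed to test compound for 180 s.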
TRHR enhancer: TRH receptor (human) allosteric enhancement | P34981 | TRHR cells, fluo-8 calcium fluorescence, EC20 TRH enhancement | enhancement, % at 2 µM | 360,000 compounds, 0.66% hits | AID 493056; in the data active = enhancement above about 30%; also: 0% is about no effect
Target sequence (P34981 whole entry, looked up): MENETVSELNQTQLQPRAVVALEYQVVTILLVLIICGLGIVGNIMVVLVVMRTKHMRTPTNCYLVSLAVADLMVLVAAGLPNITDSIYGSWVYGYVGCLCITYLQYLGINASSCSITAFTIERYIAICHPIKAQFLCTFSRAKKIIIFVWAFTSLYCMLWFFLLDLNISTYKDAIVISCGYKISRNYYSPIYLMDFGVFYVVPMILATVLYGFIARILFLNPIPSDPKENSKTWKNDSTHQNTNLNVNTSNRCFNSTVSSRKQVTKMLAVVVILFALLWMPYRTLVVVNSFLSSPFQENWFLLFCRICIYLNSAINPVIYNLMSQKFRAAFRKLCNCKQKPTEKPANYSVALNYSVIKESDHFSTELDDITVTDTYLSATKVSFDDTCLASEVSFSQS
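Enhancer read-out: after compound pinning and an initial kinetic agonist-mode read, an EC20 of TRH (10 nM final) was injected and fluo-8 calcium signal (Ex 480/Em 530) followed at 1 s/cycle for 100 cycles in TRHR-expressing cells.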
D1 antag: blocks dopamine activation of the human D1 receptor. P21728. HEK293 TREx D1 cells, calcium flux, dopamine EC80; hits give low values. activity change, negative = inhibition, % at 10 µM. 360,000 compounds, 3.2% hits. AID 504652; in the data active = activity change below about -30%; also: % is scaled to controls: 0 for no effect and ±100 for the full control effect
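Tetracycline-induced HEK293 T-REx cells with force-coupled D1 receptor were loaded with a no-wash calcium dye. Compound was added after a 10 s baseline and read kinetically for 180 s; EC80 dopamine was then added and calcium flux followed another 180 s.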
D2 ag: D2 dopamine receptor (human) agonism; P14416; HEK293 T-REx D2 cells, calcium flux agonist mode; activation, % at 2 µM; 340,000 compounds, 0.53% hits;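 active = activation over 3 SD above normal in the single-dose calcium agonist read, cut at about 30% in these data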; also: 0% is about no effect
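In this primary screen, compounds producing a positive calcium signal within 180 s of addition to tetracycline-induced, force-coupled HEK293 Trex D2 cells are flagged; cells are dye-loaded with a no-wash calcium kit beforehand.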
D2 potentiator: D2 dopamine receptor (human) potentiation | P14416 | potentiation, % at 10 µM | HEK293 T-REx D2, calcium flux, EC20 dopamine potentiation | 340,000 compounds, 0.34% hits | AID 485347;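 active = potentiation over 3 SD above the plate norm, cut at about 30% in these data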; also: 0% is about no effect
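Cells plated with tetracycline inducer and held overnight at 30 C; calcium dye loaded 30–90 min at room temperature; baseline taken, compound added and read 180 s; EC20 dopamine then added and read 180 s.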
D1 ag: human D1 receptor agonism; AID 504660; HEK293 T-REx D1 cells, calcium flux, agonist mode; P21728; activation, % at 2 µM; 360,000 compounds, 1% hits; in the data active = activation above about 30%; also: 0% is about no effect
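Tetracycline-induced HEK293 TREx D1 cells, force-coupled to calcium signalling, were dye-loaded with a no-wash calcium kit. Compound was pin-added after a 10 s baseline. Fluorescence was read kinetically at 1 cycle/s for 180 s, with calcium rises flagged as agonism.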
RXFP1 agonist: activates the human relaxin receptor RXFP1; AID 2676; HEK293T-RXFP1 cAMP TR-FRET, 30 min; response scale: percent of porcine relaxin response, buffer zero; 370,000 compounds, 0.3% hits; Q9HBX9; Potency, µM (titrated, usually from 57.5 µM), for the others: top-dose activation, most hits filed as activators; active = well fitted activation curve with a large enough effect; inconclusive = small, poorly fitted or top-dose-only effect; also: potency is read from the fitted curve at half-maximal effect; % is scaled to controls: 0 for no effect and ±100 for the full control effect; nearly all actives have a fitted effect of over 60% in size; many of its hits are not listed in these tables
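Agonist response is measured as cAMP accumulation in an RXFP1-transfected HEK293T line under PDE4 inhibition. Values are scaled between buffer-only and 29 nM porcine relaxin, and EC50s come from standard Hill equation fits.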
RXFP1 antag: RXFP1 (human) relaxin receptor antagonism; AID 1259400; activity change, negative = inhibition, % at 57.5 µM; Q9HBX9; HEK293-RXFP1, relaxin-stimulated cAMP HTRF, 30 min; hits give low values; 350,000 compounds, 0.59% hits;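 active = activity change of -60% or lower, but not beyond a set lower limit; inconclusive = change between -60% and -40%, or beyond the set limit; inactive = change above -40%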; also: % is scaled to controls: 0 for no effect and ±100 for the full control effect
Numbers without * were called inactive; u = inconclusive; x = no result given; & = joins results of further samples. Some of the compounds tested; count on the stated rates, not on these rows.

Screens in order: D2 potentiator, TRHR enhancer, D1 potentiator, RXFP1 antag, D2 ag, D1 antag, D1 ag, RXFP1 agonist, D2 antag
1	Cc1cc(C)c(OCC(=O)OC(C)C(=O)NCc2ccccc2)c(C)c1 (stereo not given)
  -5, -1, -1, -2, -0.9, -5, -2, 0.1%, 0
2	CC(=O)N1CCN(c2ccc(NC(=O)c3cc(Cl)ccc3Cl)cc2)CC1
  8, -4, 1, -7, -0.4, -14, 0, -1.2%, 3
3	CCCCCCCCN1C(=O)C(O)=C(C(C)=O)C1c1ccccn1 (stereo not given)
  20, -5, 2, -4, -0.7, -5, 2, 8.1%, 1
4	COc1ccc(CNC(=O)c2ccccc2C(=O)O)cc1
  -6, -11, -8, -4, 0.6, -5, 0, 2.7%, -5
5	CCOC(=O)C1CCN(CCCSc2ccc(Cl)cc2)CC1
  -21, 3, 3, 6, 0.5, -7, 4, 0.1%, 46*
6	O=C1CN(C(=O)c2ccccc2)C(c2ccc(F)cc2)c2cc(Br)ccc2N1 (stereo not given)
  9&24, -2&4, 0&3, -15&-26, -0.5&0.2, 20&10, 7&2, 3.4%&-0.9%, 13
7	Cc1ccc(-c2cnc(N)n2C)cc1C
  2, 14, -4, 5, -0.4, 2, 3, 2.1%, -4
8	O=C(NNc1ncnc2c1cnn2-c1ccccc1)c1cccc(Cl)c1
  9, 3, -1, -5, -0.2, -1, 13, 6.5%, x
9	COCCNC(=O)CSc1ccccc1C(=O)NC1CCSc2ccccc21 (stereo not given)
  1, -5, -1, -26, 0.4, -24, 1, -0.3%, 2
10	CC12CCC(C(=O)Nc3cccc(NC(=O)C45CCC(C)(C(=O)O4)C5(C)C)n3)(OC1=O)C2(C)C
  -1, 2, 4, 14, 0.6, -7, 1, 0.6%, 4
11	Cc1nn(C(C)(C)C)c(OC(=O)c2c(F)cccc2F)c1Sc1ccccc1
  11, 5, 3, x, -0.9, 4, 10, 0.6%, x
12	COc1ccc(NC(=O)N[C@@H](CCSC)C(=O)O)cc1OC
  -3, -6, 0, -4, -0.4, -4, 3, 0.9%, 14
13	COc1cc(CNCc2ccc3c(c2)OCO3)c([N+](=O)[O-])cc1OC
  -16, -6, -13, 1, x, -1, 2, 1.7%, x
14	Cn1nnnc1SCC(=O)c1c(N)n(C)c(=O)n(C)c1=O
  7, -2, -5, -5, -0.1, 0, 2, 5.7%, 2
15	COC(=O)c1sc(NC(=O)/C=C/c2ccccc2Cl)nc1C
  0, 25, -12, 5, 0.3, 7, 3, 0.3%, -14
16	Cc1ccc(-c2ccc(CCC(=O)O)n2-c2ccc(C(C)C)cc2)cc1
  5, 0, 2, -13, -0.1, 18, -1, -0.1%, x
17	Cc1nnc(SCc2nc3ccccc3s2)n1-c1ccccc1
  x, 2, -4, -18, x, -7, -2, 2.2%, x
18	Cc1cccc(C(=O)OCC(=O)N2CCC(c3ccccc3)=N2)c1O
  2, 4, -3, -9, -0.8, -11, 0, -0.5%, -8
19	Cn1c(=O)c2c(SCc3ccccn3)nc(CC(C)(C)C)nc2n(C)c1=O
  9, 1, 2, -7, 0.2, 4, -1, 0.8%, -13
20	O=C(c1ccccc1)N(CCO)Cc1cc2cc3c(cc2[nH]c1=O)OCCO3
  8, -2, -5, -3, 5.2, 9, 3, 8.4%, 1
21	CCc1ccccc1NS(=O)(=O)c1cccc2nsnc12
  2, 0, 2, 1, -1.5, -1, 1, 1.9%, -2
22	Cc1ccc(NC(=O)C2=CCN(S(=O)(=O)c3ccc(F)cc3)CC2)cc1
  4, -5, -3, x, 1.3, -2, -4, 2.2%, -5
23	CC(=O)N1CCN(CC(=O)Nc2sccc2C#N)CC1
  14, -2, -6, 4, 0.2, 5, 1, 0.6%, 8
24	CCC(=O)Nc1ccc(N2CCC(C)CC2)cc1
  -9, -2, 3, 1, -0.5, -8, 1, 1.1%, -12
25	CCc1ccc(CNC(=O)CN2C(=O)CSc3ccc(S(=O)(=O)N4CCOCC4)cc32)cc1
  11, 1, -1, -33, 0.1, -2, -1, 1.5%, x
26	Cc1ccc(S(=O)(=O)NCC(=O)N2CCN(c3ccc(F)cc3)CC2)cc1
  8, -5, -10, -2, 0.1, -6, 0, -1.3%, -7
27	CC(C)(C)OC(=O)N[C@@H](Cc1ccccc1)c1nnc(SCC(N)=O)o1
  -2, 0, -2, -4, 0.7, 14, 1, 2.7%, -10
28	O=c1c2ccccc2cnn1CCOc1cccc(Br)c1
  -5, 2, -4, -1, -0.6, -2, 2, 3.2%, -4
29	CCCCC(=O)Nc1ccc(C(=O)NCc2ccncc2)cc1
  x, -5, 1, -3, x, -9, 1, -1.0%, x
30	CN(Cc1ccccc1)c1ncc(C=O)s1
  16, 6, 7, 16, 1.0, 3, 1, -0.5%, 3
31	CC(=O)c1sc(NC(=O)c2oc3ccc(F)cc3c2C)nc1C
  9, 9, -5, 8, 0.3, 9, 2, 30%, -4
32	COc1ccc(NC(=O)CSc2nnc(C3CCCCC3)o2)c(OC)c1
  -9, -6, -3, -10, -0.6, -11, 2, 0.2%, 1
33	COCCN(CC(=O)Nc1cccc(S(=O)(=O)N2CCCC2)c1)Cc1nc2ccccc2c(=O)[nH]1
  14, 1, 2, -6, -1.4, 2, 0, 9.6%, 2
34	CCOCCCn1c(=S)[nH]c2ncccc2c1=O
  4, 5, 1, -4, -1.6, -7, 0, -0.7%, -8
35	CCOC(=O)c1ccc(NC(=O)NC2CC3CCC(C2)N3Cc2nnnn2C(C)(C)C)cc1 (stereo not given)
  5, 2, -11, -15, -0.6, -5, 3, -1.4%, -7
36	COc1cccc2c(=O)n(CC(=O)NC3CCCC3)ccc12
  18, -1, -7, x, -0.1, -3, 2, 2.8%, 3
37	Cc1cccc(N2CCN(C(=O)c3cc(C)oc3C)CC2C)c1 (stereo not given)
  13, 1, -4, -1, -0.2, -5, 5, 0.8%, -12
38	Cc1ccc(-n2cc(CN3CCNC(=O)CC3)c(-c3ccc(F)cc3)n2)cc1
  -2, -3, 0, -15, 4.9, -8, 9, 0.9%, 2
39	Cc1c(NC(=O)COC(=O)c2cc(-c3ccc(-c4ccccc4)cc3)nc3ccccc23)c(=O)n(-c2ccccc2)n1C
  -12, -5, -3, 7, 0.4, 2, 5, -0.3%, 0
40	CCc1ccccc1NC(=O)c1ncoc1-c1ccco1
  1, -2, 2, x, 0.9, 12, 4, -0.4%, x
41	COc1ccc(C2(CNC(=O)/C=C/c3ccco3)CCCC2)cc1OC
  5, -1, -13, -8, -0.4, 10, 2, -0.2%, -1
42	COCCn1c(-c2ccc(OC(F)(F)C(F)C(F)(F)F)cc2)nc2c1c(=O)[nH]c(=O)n2CC(C)C (stereo not given)
  -8, -3, -3, -5, -0.5, -9, 4, 1.6%, 9
43	Cc1nnc(C)n1/N=C/c1c(O)ccc2ccccc12
  -2, 3, -1, 9, -0.4, -7, 2, -0.3%, 10
44	COc1cccc(C(c2nnnn2Cc2ccc(F)cc2)N2CCC(C(N)=O)CC2)c1OC (stereo not given)
  -10, -1, -4, 2, 1.1, 4, 2, 0.9%, 1
45	COc1ccc(-c2n[nH]c(=S)n2-c2ccccc2C)cc1OC
  7, 3, -1, -12, 0.7, 0, 3, 4.0%, -9
46	Cc1cc(C)cc(N2C(=O)C3C4C=CC(C4)C3C2=O)c1 (stereo not given)
  37*, 6, 0, -9, x, 1, 2, 0.7%, x
47	NC(=O)c1cc2ccccc2o/c1=N/NC(=O)c1cccc(F)c1
  1, 7, -8, 3, 0.1, -24, 0, -3.8%, -7
48	CCSc1ccccc1C(=O)Nc1ccc([N+](=O)[O-])cc1OC
  -10, 0, 2, 6, -0.8, -2, 4, 0.3%, 1
49	O=C(NCc1ccco1)c1ccc2c(c1)N(Cc1ccccc1)C(=O)c1ccccc1S2(=O)=O
  -1, 4, 1, -6, -0.3, 1, 9, -1.0%, x
50	CN(Cc1nccs1)C(=O)C1CCC(=O)N(CCc2ccc(Cl)cc2)C1 (stereo not given)
  -6, -2, -1, 5, -0.2, 10, 2, -0.4%, 33*
51	Cc1ccc(OCc2cc(=O)n3c(-c4ccccc4)csc3n2)cc1
  -8, -5, 0, x, -0.3, -2, 2, -1.3%, x
52	Cc1ccccc1NC(=O)Cc1nc(COC(=O)c2nc(Cl)ccc2Cl)cs1
  1, -4, -1, 0, 0.9, 13, 0, 1.1%, 16
53	Cc1cc(C)n2c(Nc3cccc(C(F)(F)F)c3)c(-c3ccsc3)nc2n1
  4, 4, 0, -14, -0.9, -2, 0, 5.0%, x
54	CCOc1cc(C(c2c(C)[nH][nH]c2=O)c2c(C)[nH][nH]c2=O)cc([N+](=O)[O-])c1O
  -2, -8, -3, -18, 0.9, 4, 1, -19%, 10
55	O=c1nc2c(O)cccn2c2c1c(=O)[nH]c1ccccc12
  -4, 22, -4, 2, 10.0, 1, 23, 3.8%, -1
56	COc1cc(NC(=O)Cn2cc(C(=O)c3ccc(F)cc3)c(=O)c3ccc(C)nc32)cc(OC)c1
  -11, -6, 3, -8, -1.2, -3, 5, u, x
57	Cc1ccc(-c2c3c(=O)n(C)c(=O)n(C)c3cn2Cc2cccnc2)cc1
  -2, 1, -6, 4, 0.5, 1, 2, 1.5%, -8
58	COc1ccc(-c2cn3cccc(C)c3n2)cc1F
  -2, -3, 9, -13, -1.1, -38*, 4, 2.7%, 12

Complete entries as entered above. Order of screens: D2 potentiator, TRHR enhancer, D1 potentiator, RXFP1 antag, D2 ag, D1 antag, D1 ag, RXFP1 agonist, D2 antag
Record of `Cc1cc(C)cc(N2C(=O)C3C4C=CC(C4)C3C2=O)c1` (stereo not given) = 37*, 6, 0, -9, x, 1, 2, 0.7%, x
Record of `O=c1nc2c(O)cccn2c2c1c(=O)[nH]c1ccccc12` = -4, 22, -4, 2, 10.0, 1, 23, 3.8%, -1
